Source: PubChem BioAssay
Bim-Bcl-XL: inhibitors of Bim-Bcl-XL binding, primary screen, biochemical, multiplexed, bead flow cytometry, human Bcl-XL; Bim peptide-Bcl-XL binding, fluorescence; Bcl-2-like protein 1 (Homo sapiens), Q07817; AID 1007, 2008; inhibition, % at 10 µM; actives 0.04% (n = 190,000)
Target sequence (Q07817 whole entry, looked up): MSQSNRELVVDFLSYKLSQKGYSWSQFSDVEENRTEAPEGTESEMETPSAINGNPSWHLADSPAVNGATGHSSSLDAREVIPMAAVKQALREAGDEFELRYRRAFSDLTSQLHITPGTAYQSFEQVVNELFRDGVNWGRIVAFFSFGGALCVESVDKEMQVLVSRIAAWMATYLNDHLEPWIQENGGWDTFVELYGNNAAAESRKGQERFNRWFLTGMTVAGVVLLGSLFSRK
ABCG2 block: ABCG2 efflux pump inhibitors, primary screen, multiplex with ABCB1, IgMXP3 cells, flow cytometry; JC-1 efflux; actives 0.1% (n = 190,000); inhibition, % at 6.6 µM; Broad substrate specificity ATP-binding cassette transporter ABCG2 (Homo sapiens), Q9UNQ0;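 active = inhibition above 80%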;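 also: 0% = DMSO and 100% = nicardipine control wells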
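Assay system – ABCG2 IgMXP3 and barcoded ABCB1 CCRF-Adr cell mix · Input – 3 million cells/mL in well · Reagent – JC-1 fluorescent substrate · Compound – single test compound dose, 6.6 µM final · Timing – 10 min exposure at 25 °C with rotation, no wash · Detection – flow cytometry of retained JC-1 fluorescence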
RGS7-Gao reg: RGS7-Galphao binding modulators, primary screen, biochemical, multiplexed bead flow cytometry; Guanine nucleotide-binding protein G(o) subunit alpha (Homo sapiens), P09471; actives lie on both sides; binding response (% of control), % at 10 µM; actives 0.35% (n = 220,000); in the data active = binding response below about 49% or above about 150%;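 also: fluorescent Galphao held in activated GDP-AlF4 state binding bead-coupled RGS7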
ABCB1 block: ABCB1 efflux pump inhibitors, primary screen, cell-based, multiplex, flow cytometry, ABCG2 counter-screen; inhibition, % at 6.6 µM; actives 0.067% (n = 190,000); CCRF-Adr cells, JC-1 efflux; ATP-dependent translocase ABCB1 (Homo sapiens), P08183; AID 1326, 2008; in the data active = inhibition above about 40%;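 also: 0% = vehicle and 100% = reference inhibitor; higher value means more JC-1 retained so stronger ABCB1 efflux block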
Bcl-B Bim block: inhibitors of Bim-Bcl-B binding, primary screen, biochemical, multiplexed, human Bcl-2 family | inhibition, % at 10 µM | actives 0.073% (n = 190,000) | bead-based flow cytometry, Bim peptide-Bcl-B binding | Bcl-2-like protein 10 (Homo sapiens), Q9HD36;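 also: 0% = tracer peptide without compound and 100% = reference inhibitor peptide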
Target sequence (Q9HD36 whole entry, looked up): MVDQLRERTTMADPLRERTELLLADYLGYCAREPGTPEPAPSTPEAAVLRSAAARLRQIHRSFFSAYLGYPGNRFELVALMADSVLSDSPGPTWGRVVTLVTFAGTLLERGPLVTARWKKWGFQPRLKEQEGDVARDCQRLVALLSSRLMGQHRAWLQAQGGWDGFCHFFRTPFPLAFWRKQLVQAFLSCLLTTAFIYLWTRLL
Bim-Bfl-1: inhibitors of Bim binding to Bfl-1, primary screen, biochemical, multiplexed, bead-based flow cytometry; Bcl-2-related protein A1 (Homo sapiens), Q16548; Bim-Bfl-1 binding inhibition; inhibition, % at 10 µM; actives 0.12% (n = 190,000); AID 1008, 2008;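 also: 0% = wells without compound plus tracer and 100% = blocker peptide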
RGS8-Gao reg: RGS8-Galphao binding modulators, primary screen, biochemical, multiplexed bead flow cytometry | Guanine nucleotide-binding protein G(o) subunit alpha (Homo sapiens), P09471 | actives lie on both sides | response (percent of control binding), % at 10 µM | actives 0.34% (n = 220,000) | AID 1423, 2008; in the data active = response below about 60% or above about 140%; inactive = in between;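 also: Galphao activated as the GDP aluminium fluoride complex binding bead-coupled RGS8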
Bim-Mcl-1: inhibitors of Bim peptide binding to Mcl-1, primary screen, biochemical, bead-based flow cytometry, multiplex; Induced myeloid leukemia cell differentiation protein Mcl-1 (Homo sapiens), Q07820; Bim peptide-Mcl-1 binding; inhibition, % at 10 µM; actives 0.1% (n = 190,000);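 also: 0% = no compound tracer wells and 100% = peptide blocker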
RGS4-Gao reg: modulators of RGS4 binding to Galphao, primary screen, biochemical, multiplexed bead flow cytometry. actives lie on both sides. actives 0.33% (n = 220,000). binding response (% of control), % at 10 µM; in the data active = binding response below about 49% or above about 150%; inactive = in between;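 also: fluorescent Galphao activated with aluminum fluoride binding bead-coupled RGS4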
Bcl-2 Bim block: inhibitors of Bim-Bcl-2 binding, primary screen, biochemical, multiplexed, human Bcl-2 family; Apoptosis regulator Bcl-2 (Homo sapiens), P10415; Bead-based flow cytometry, Bim peptide-Bcl-2 binding; inhibition, % at 10 µM; actives 0.06% (n = 190,000); in the data active = inhibition above about 40%;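 also: 0% = no compound wells with probe peptide and 100% = reference peptide inhibitor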
Target sequence (P10415 whole entry, looked up): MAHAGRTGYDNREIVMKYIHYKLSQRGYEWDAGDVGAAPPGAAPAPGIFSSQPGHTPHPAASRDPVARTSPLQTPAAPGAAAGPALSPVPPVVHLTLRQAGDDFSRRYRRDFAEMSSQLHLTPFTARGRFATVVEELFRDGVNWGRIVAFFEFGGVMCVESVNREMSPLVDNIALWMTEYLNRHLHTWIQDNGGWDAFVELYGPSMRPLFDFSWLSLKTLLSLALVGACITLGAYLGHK
Bcl-W Bim block: inhibitors of Bim binding to Bcl-W, primary screen, biochemical, multiplexed, bead-based flow cytometry | Bcl-2-like protein 2 (Homo sapiens), Q92843 | actives 0.02% (n = 190,000) | Bim peptide-Bcl-W binding | inhibition, % at 10 µM;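 also: 0% = bound tracer without compound and 100% = peptide blocker; higher means less fluorescent Bim peptide bound to Bcl-W beads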
Target sequence (Q92843 whole entry, looked up): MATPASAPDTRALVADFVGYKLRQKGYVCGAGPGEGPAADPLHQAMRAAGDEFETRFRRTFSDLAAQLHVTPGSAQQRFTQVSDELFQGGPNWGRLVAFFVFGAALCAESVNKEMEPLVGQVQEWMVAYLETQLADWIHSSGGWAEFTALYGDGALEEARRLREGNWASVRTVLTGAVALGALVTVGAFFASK
An asterisk follows results filed as active; / = no result given. Rule as the data show it, unless noted: active = inhibition above about 40%. Outcome played no part in choosing rows, and some 0.94% of all compounds hit somewhere here.

SMILES	Bim-Bcl-XL	ABCG2 block	RGS7-Gao reg	ABCB1 block	Bcl-B Bim block	Bim-Bfl-1	RGS8-Gao reg	Bim-Mcl-1	RGS4-Gao reg	Bcl-2 Bim block	Bcl-W Bim block
Cc1cc(NC2CCCCC2)nc(N2CCOCC2)n1	-5	0	102	-0.1	-3	-2	101	0	99	-4	0
N#C/C(=C/c1ccc(N2CCCCC2)o1)c1cccc(F)c1	1	26	100	11	-12	21	91	-7	99	-2	7
CCn1c(SCC(=O)N2CCCC(C)C2)nnc1-c1ccc(S(=O)(=O)N2CCN(C)CC2)cc1 (stereo not drawn)	12	-1	/	0.1	-9	-9	/	-2	/	-8	1
COC(=O)c1[nH]c(C)c(/C(O)=C2\C(=O)C(=O)N(CCCN3CCOCC3)C2c2ccccn2)c1C (stereo not drawn)	-3	3	94	0.3	-4	-15	97	0	99	-7	2
C=CCOc1ccc2ccccc2c1CNCCCN1CCOCC1	0	2	102	1.3	-2	0	101	0	102	-2	-1
COc1ccc(NC(=O)CSc2nccn2C)c([N+](=O)[O-])c1	1	3	104	0.3	0	0	103	0	105	0	-2
Cc1occc1-c1nnc(SCC(=O)NC(C)(C)C)n1C(C)c1ccccc1 (stereo not drawn)	2	5	101	1.0	-7	-11	101	-3	101	-8	5
COc1ccc(NC(=O)CSc2nnc(C3CCCCC3)n2-c2ccccc2)cc1	1	10	103	2.2	-2	-1	102	4	101	-6	7
O=C(Oc1cccc(Nc2ncnc3ccccc23)c1)c1cccnc1	0	0	96	0.0	-3	6	92	-1	87	1	-3
CCOC(=O)N1CCN(Cc2nc(N)nc(Nc3ccc(C)cc3C)n2)CC1	-1	8	107	1.1	-4	-8	105	-2	103	-2	1
COc1ccc(CSc2nnc(Cc3sc(-c4ccccc4)nc3-c3ccccc3)o2)cc1	1	1	106	0.2	-6	-8	107	0	107	-9	1
O=C(N/N=C/c1ccccc1OC(=O)N1CCOCC1)c1cccs1	-5	34	100	2.0	-1	-4	104	0	102	-1	-1
CCOc1ccc(NC(=O)CCCOc2cc(=O)n(C)c3ccccc23)cc1	-8	10	95	0.8	-8	-16	95	-4	95	-8	-2
Cc1ccc(-n2c(=O)cc(N3CC(C)OC(C)C3)[nH]c2=O)cc1 (stereo not drawn)	-5	1	105	0.1	-7	-6	103	-2	104	-6	-3
COc1ccc(NC(=O)c2cccc(Oc3ccc([N+](=O)[O-])cc3Cl)c2)cc1	-2	2	100	0.7	-3	0	102	-1	103	0	-1
COCCn1c(SC(C)C(=O)Nc2ccc3c(c2)OCCO3)nc2ccccc2c1=O (stereo not drawn)	2	6	108	2.0	0	-1	106	-1	102	-1	1
O=C(C1CCCO1)N1CCN(c2ncccn2)CC1 (stereo not drawn)	0	0	100	0.2	1	0	99	0	91	-1	1
O=c1[nH]c(-c2ccccn2)nc2ccccc12	-1	2	100	0.2	-6	-10	98	0	97	-2	3
S=c1[nH]nc(-c2ccc3c(c2)OCO3)n1-c1ccccc1	-16	-1	105	-0.1	-31	-12	99	-11	102	-10	-9
CCOC(=O)N1CCC(NC(=O)c2csc3c2CCCC3)CC1	-6	0	101	0.4	-7	-13	101	0	101	-9	0
COC(=O)c1cc(OC)c(OC)cc1NC(=O)CCC1CCCC1	0	15	101	2.7	-5	-6	103	1	106	-2	3
COc1ccc(NC(=S)Nc2cccc(Cl)c2)cc1OC	-5	6	100	0.3	-7	-1	100	-2	96	-1	-1
Cc1cccc(OCCn2c(CCCO)nc3ccccc32)c1	-2	-1	105	-3.7	-5	-9	105	0	103	-9	1
COc1ccc(NC(=O)N2c3ccccc3CC2C)cc1OC (stereo not drawn)	-2	11	102	0.9	0	0	103	-3	103	-4	-3
CC(C)(C)NC(=O)CN1C(=O)/C(=C/c2ccccc2)SC1=S	-4	1	99	0.2	-6	-8	103	-4	105	-4	-3
O=C1CCCCC1C(Nc1ccc(Br)cc1)c1ccccc1 (stereo not drawn)	-3	1	104	0.1	-5	-5	101	2	103	-3	1
CNC(=O)c1ccsc1NC(=O)c1coc2ccccc2c1=O	-1	3	-6.6*	0.2	-4	-2	12*	0	9.9*	0	1
CCN1CCN(C(=O)C(NS(=O)(=O)c2ccc3nc(C)sc3c2)C(C)C)CC1 (stereo not drawn)	-5	0	104	0.1	-7	-12	104	-2	107	-7	0
S=C(Nc1ccc2nccnc2c1)N1CCCC1	-5	2	110	0.2	-9	-12	109	-3	106	-3	-2
COCCNC(=O)CN(C(=O)CCC(=O)Nc1ccccn1)c1ccccc1F	-1	0	102	0.2	-3	-3	101	0	102	-4	-1
Cc1nc(CC(=O)N2CCN(S(=O)(=O)c3ccccc3C#N)CC2)cs1	-5	7	101	1.2	-9	-10	98	-3	97	-8	-4
COc1ccc2cc(C(=O)C3CCCN(C(=O)c4csnn4)C3)ccc2c1 (stereo not drawn)	-4	3	93	0.9	-4	-4	98	-1	98	-4	1
Cc1c(OCc2nn[nH]n2)ccc2c(-c3ccccc3)cc(=O)oc12	-3	-6	100	-0.1	0	0	106	-2	100	-4	-1
COc1cc(/C=N/n2c(C)nnc2C)cc(OC)c1OC	-5	0	98	-0.1	-2	2	97	0	103	7	-1
O=[N+]([O-])c1cccc(NC(=S)NCCc2ccccc2)c1	-5	52	103	1.1	-10	-9	101	-4	99	-3	-5
CCC1C(O)=C(c2ccccn2)C(=N)N1c1ccccc1 (stereo not drawn)	-1	4	103	1.0	-5	-9	103	-1	106	-4	4
Cc1ccc(-c2csc(N3CCC(C(N)=O)(N4CCCCC4)CC3)n2)cc1	-3	1	99	0.1	-12	-8	103	-1	105	-3	3
CC1CCCCC1NC(=O)c1cc2c(s1)CS(=O)(=O)C2 (stereo not drawn)	1	9	100	0.6	0	-1	100	0	99	0	0
Cc1ccc(C)c(N(CC(=O)N/N=C/c2ccc(-c3ccc([N+](=O)[O-])cc3)o2)S(=O)(=O)c2ccccc2)c1	5	22	102	-0.4	-6	0	100	1	100	-3	16
COc1ccccc1NC(=O)C1(c2ccccc2)CCCC1	-4	2	113	0.5	0	-12	111	-3	106	-9	-1
N#Cc1cnn2c(N)c(-c3ccc(Cl)cc3)cnc12	0	0	106	-0.2	-6	-11	104	-1	107	-4	-1
COCCC(=O)N1CCCC(C(=O)c2ccc(Oc3ccccc3)cc2)C1 (stereo not drawn)	-2	2	102	0.8	-7	-5	101	-3	102	-1	-1
COc1ccc(CCn2c(=O)[nH]c3cc(C(=O)NCCN4CCOCC4)ccc3c2=O)cc1OC	-5	-3	109	-0.5	-2	-3	128	-6	108	-11	-7
CCN1CCCC1CNC(=O)C(=O)NCc1ccccc1 (stereo not drawn)	0	0	102	0.0	-2	-3	102	0	101	-3	1
Cc1ccc(-c2nnc(SCC(=O)Nc3ccc(N4CCOCC4)cc3)o2)cc1	1	2	96	0.6	-8	-17	103	0	100	-9	-1
Cc1ccc(-c2nc(-c3cccnc3)no2)cc1	-23	2	146	0.1	-6	-3	95	-7	102	-3	-2
COc1ccc(N/C=C(/C(C)=O)c2ccccc2)cc1	0	-6	98	-3.8	-5	-8	101	0	98	-7	0
Clc1ccc2c(c1)C(C1=NCCN1)c1ccccc1CS2 (stereo not drawn)	-5	11	102	1.7	-6	0	110	-4	101	2	-1
Cc1ccc(C(=O)OCC(=O)Nc2ccc3c(c2)OCO3)o1	-2	8	98	0.6	1	12	101	-4	99	5	-3

Filtered by structure: the entries above containing an aryl thioether with sulfur outside any ring.
SMILES	Bim-Bcl-XL	ABCG2 block	RGS7-Gao reg	ABCB1 block	Bcl-B Bim block	Bim-Bfl-1	RGS8-Gao reg	Bim-Mcl-1	RGS4-Gao reg	Bcl-2 Bim block	Bcl-W Bim block
CCn1c(SCC(=O)N2CCCC(C)C2)nnc1-c1ccc(S(=O)(=O)N2CCN(C)CC2)cc1 (stereo not drawn)	12	-1	/	0.1	-9	-9	/	-2	/	-8	1
COc1ccc(NC(=O)CSc2nccn2C)c([N+](=O)[O-])c1	1	3	104	0.3	0	0	103	0	105	0	-2
Cc1occc1-c1nnc(SCC(=O)NC(C)(C)C)n1C(C)c1ccccc1 (stereo not drawn)	2	5	101	1.0	-7	-11	101	-3	101	-8	5
COc1ccc(NC(=O)CSc2nnc(C3CCCCC3)n2-c2ccccc2)cc1	1	10	103	2.2	-2	-1	102	4	101	-6	7
COc1ccc(CSc2nnc(Cc3sc(-c4ccccc4)nc3-c3ccccc3)o2)cc1	1	1	106	0.2	-6	-8	107	0	107	-9	1
COCCn1c(SC(C)C(=O)Nc2ccc3c(c2)OCCO3)nc2ccccc2c1=O (stereo not drawn)	2	6	108	2.0	0	-1	106	-1	102	-1	1
Cc1ccc(-c2nnc(SCC(=O)Nc3ccc(N4CCOCC4)cc3)o2)cc1	1	2	96	0.6	-8	-17	103	0	100	-9	-1
